Screening data from PubChem BioAssay.
aDG glyco act = activators of alpha-DG glycosylation, primary screen, uHTS, Pro5-aDG cells, AlphaScreen. alpha-DG glycosylation AlphaScreen (IIH6); 0% Pro5, 100% B10-LARGE cell signal. activation, % at 10 µM. 0.22% of 360,000 active;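 active means activation of at least 8% versus controls, or a plate z-score of at least 8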;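 further: Pro5 are CHO cells carrying HIG-tagged alpha-DG that lacks glycosylation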
CaV13 ICDI inh = Disruptors of the CACNA1D IQ motif to Ca2+-dependent inactivation inhibitor domain association, primary screening, Förster resonance energy transfer in intact living …; HEK cells, CFP/YFP FRET ICDI-IQ, plate reader, 10 min; percent FRET-ratio fall versus neutral wells; inhibition, % at 12.3 µM; 0.098% of 340,000 active; AID 743397;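 active means mean replicate inhibition of at least 30% and at least 1% of replicates passing that level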;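 further: 0% = median of the neutral control wells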
Glyco luc inh = increase of ERlucT glycosylation luciferase signal, primary screen, N-linked glycosylation inhibitor project, D54 ERlucT cells, luminescence, set 2 | D54 ERlucT glycosylation luciferase reporter, 24 h; percent of 100 nM tunicamycin response | reporter increase, % at 12.5 µM | 0.23% of 360,000 active;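 active means mean luciferase reporter signal, scaled so untreated is 0 and the glycosylation-blocking control 100, at or above a set limit in every replicate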;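 further: luciferase carries N-glycosylation sites so blocking glycosylation raises the light; 0% = median of neutral control wells and 100% = median of 100 nM tunicamycin wells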
Vif inh = HIV Vif self-association inhibitors, primary screen, imaging, HEK293T, single point; AID 602346, 2012; HEK293T cells, Vif self-association by quenched fluorescence, 24 h; inhibition, % at 7.49 µM; 0.35% of 340,000 active; in the data active means inhibition above about 50%, passing the limit was not always enough; further: some results filed as inactive read as strong as hits
MC4R antagonist = MC4R antagonists of cAMP signaling, primary screen, cell-based, TR-FRET, antagonist arm of biased-ligand search; 0.48% of 360,000 active; MC4R-expressing cells, MTII-stimulated cAMP, LANCE TR-FRET; inhibition, % at 6.5 µM; AID 540295, 2011; Melanocortin receptor 4 (Homo sapiens), P32245;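 active means inhibition above its plate's cutoff, the mean of tested wells on that plate plus 3 SD, cut at about 29% in these data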;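 further: 0% = Melanotan II alone and 100% = Melanotan II plus saturating MCL0020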
Target sequence (P32245 whole entry, looked up): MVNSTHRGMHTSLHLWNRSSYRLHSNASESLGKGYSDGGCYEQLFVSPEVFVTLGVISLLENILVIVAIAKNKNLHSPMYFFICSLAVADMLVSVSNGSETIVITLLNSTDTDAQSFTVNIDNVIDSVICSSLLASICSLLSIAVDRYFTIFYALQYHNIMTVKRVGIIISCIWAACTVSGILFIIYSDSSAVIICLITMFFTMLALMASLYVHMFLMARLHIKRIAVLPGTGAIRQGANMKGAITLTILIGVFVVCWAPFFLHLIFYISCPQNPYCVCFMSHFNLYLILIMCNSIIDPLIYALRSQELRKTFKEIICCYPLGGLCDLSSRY
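System: U2OS-MC4R stable cell line; Technique: Eu-cAMP/anti-cAMP TR-FRET, emission 671 nm; Repeats: single well per compound; Also added: Melanotan II; Dosing: one concentration, 6.5 µM nominal; Schedule: 30-min compound, 1-h challenge, 1-h detection, room temperature.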
H9c2 protect = cardioprotection against H2O2-induced cell death, primary screen, uHTS, H9c2 cells, ATPLite luminescence. H9c2 cardiomyocytes, H2O2 injury protection, 2 h. protection from H2O2 cell death, % at 20 µM. 0.63% of 360,000 active;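 active means compounds giving at least 50% protection of heart cells from peroxide-induced death in the single-dose screen, raw or plate-pattern-corrected value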;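 further: 0% = DMSO wells with peroxide and 100% = DMSO wells without peroxide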
ABCB6 inh MLPCN = ABCB6 transporter inhibitors, primary screen, K562-ABCB6 cells, flow cytometry, MLPCN library. K562-ABCB6 porphyrin accumulation, 1 h; stronger effect = lower value. 0.19% of 360,000 active. fluorescence ratio to DMSO, % at 10 µM;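 active means fluorescence ratio to DMSO below 75%, the collection mean minus 3 SD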;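 further: signal is porphyrin accumulated inside mitochondria; 100% equals median channel fluorescence of DMSO control wells; lower ratio means ABCB6 inhibition with less porphyrin fluorescence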
PDI inh = inhibitors of human PDI, primary screen, biochemical, turbidity, single point, plate reader; inhibition, % at 10 µM; AID 588391, 2011; 0.052% of 350,000 active; PDI insulin aggregation turbidity, A650, 90 min; Protein disulfide-isomerase (Homo sapiens), P07237;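 active means mean inhibition across replicates of 30% or more, whatever share of single replicates reach that level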;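 further: absorbance from insulin aggregation driven by PDI reduction with DTT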
Target sequence (P07237 whole entry, looked up): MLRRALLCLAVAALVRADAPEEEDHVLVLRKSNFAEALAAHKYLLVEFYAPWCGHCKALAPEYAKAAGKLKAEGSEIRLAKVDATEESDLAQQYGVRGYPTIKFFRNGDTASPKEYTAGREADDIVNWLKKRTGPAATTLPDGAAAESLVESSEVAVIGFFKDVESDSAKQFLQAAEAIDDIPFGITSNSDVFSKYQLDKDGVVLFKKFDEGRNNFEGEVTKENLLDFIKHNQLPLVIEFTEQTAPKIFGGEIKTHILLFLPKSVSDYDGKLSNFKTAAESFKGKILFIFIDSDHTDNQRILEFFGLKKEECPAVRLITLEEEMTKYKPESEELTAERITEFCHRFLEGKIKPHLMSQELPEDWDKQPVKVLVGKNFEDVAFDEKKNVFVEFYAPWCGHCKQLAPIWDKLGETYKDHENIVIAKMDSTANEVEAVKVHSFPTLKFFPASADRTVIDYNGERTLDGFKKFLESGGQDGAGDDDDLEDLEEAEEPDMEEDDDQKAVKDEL
MC4R barr agon = MC4R agonists recruiting beta-arrestin, primary screen, cell-based, luminescence, agonist arm of biased-ligand search. Melanocortin receptor 4 (Homo sapiens), P32245. U2OS MC4R beta-arrestin complementation; percent of melanotan II response, DMSO zero. activation, % at 8.9 µM. 0.98% of 360,000 active. AID 540308, 2011;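 active means activation above a per-plate cutoff, the mean activation of sample wells on that plate plus 3 SD, cut at about 8% in these data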
HTR2A ag = mouse Htr2a agonists via beta-arrestin recruitment, primary screen, cell-based, luminescence; 0.66% of 360,000 active; activation, % at 7.6 µM; AID 624169, 2012; CHO-K1 mHTR2A beta-arrestin complementation; percent of 30 µM serotonin response; 5-hydroxytryptamine receptor 2A (Mus musculus), P35363;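 active means activation above a run cutoff, the mean activation of all tested compounds plus 3 SD, cut at about 14% in these data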;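 further: 0% = plate median of compound wells and 100% = 30 µM serotonin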
Numbers without * were called inactive; . = no result given.

SMILES	aDG glyco act	CaV13 ICDI inh	Glyco luc inh	Vif inh	MC4R antagonist	H9c2 protect	ABCB6 inh MLPCN	PDI inh	MC4R barr agon	HTR2A ag
CC1CCCCN1C(=O)c1cccc(NC2=C(Cl)C(=O)N(Cc3ccccc3)C2=O)c1 (configuration not stated)	2.1	.	-2.8	0.9	14.9	-12.7	87.0	-18.0	-4.0	3.5
COc1cccc(C(=O)NCc2ccco2)c1	0.0	-19.7	2.1	-3.9	8.2	4.7	99.0	-5.6	-0.3	-3.0
CC(/C=C/C1(O)C(C)CC(=O)CC1(C)C)OC1OC(CO)C(O)C(O)C1O (configuration not stated)	-0.1	.	1.4	0.5	9.5	2.0	102.0	.	-0.6	0.1
COc1ccccc1NC(=O)CCn1cccc1	0.1	-4.3	1.3	4.7	-1.4	6.8	97.0	9.5	-2.2	-6.3
CCCCN(C)c1ccc([N+](=O)[O-])cc1	-0.2	-2.1	3.0	-1.3	-8.5	-1.0	102.0	5.7	-1.7	-5.8
Cc1c(NC(=O)c2cccc(S(=O)(=O)N(C)c3ccccc3)c2)c(=O)n(-c2ccccc2)n1C	0.0	-15.9	-0.5	8.1	3.6	5.2	97.0	3.6	-0.6	1.2
Cc1cc(S(=O)(=O)NC2CCCC2)ccc1-n1cnnn1	-0.2	-4.8	-0.4	6.5	0.8	-2.2	100.0	-13.5	-0.3	-4.6
Cc1cc(C)c(NC(=S)N(CCCN2CCOCC2)Cc2cccnc2)c(C)c1	-0.4	-6.4	-1.1	-3.1	8.8	-2.4	99.0	-1.7	-0.6	0.4
CC(C)(Oc1ccc(Cl)cc1)C(=O)Nc1cccc(S(=O)(=O)NC2=NCCC2)c1	0.0	-2.6	-4.3	11.8	7.4	4.7	103.0	-0.3	-0.9	3.1
C=CCOC(=O)C1=C[C@H](c2csc3ccccc23)C[C@H](OCCCCO)O1	0.2	-9.7	1.5	-2.1	0.9	-0.3	97.0	-1.8	0.8	-3.5
COc1ccc(S(=O)(=O)N2CC(O)CC2C(=O)OCC(=O)Nc2ccc(Cl)cn2)cc1 (configuration not stated)	-0.2	0.1	1.3	3.2	4.8	3.4	92.0	9.1	-1.4	1.3
COc1ccc(-c2noc(CN(Cc3nccn3C)C(C)C)n2)cc1	0.0	-9.0	2.0	0.2	-6.5	-4.3	100.0	2.0	-1.5	-4.8
COc1cccc2c(=S)c(CCC(C)=O)c(C)[nH]c12	-0.1	-1.5	0.0	3.3	25.0	12.4	106.0	6.0	0.3	-1.0
CC(C)C[C@H](NC(=O)c1nc[nH]c1C(=O)NC1CCNCC1)C(=O)OCc1ccccc1	-0.1	-10.6	3.3	0.2	2.3	22.6	100.0	-1.2	-0.9	-0.5
COc1ccc(Cl)cc1N1Cc2ccccc2C1	0.2	-3.1	-0.4	11.8	11.1	11.3	100.0	4.1	0.8	-1.2
CCOC(=O)N1CCN(C(=O)COC(=O)c2oc3ccc(OC)cc3c2C)CC1	0.0	-3.4	1.6	.	0.1	-0.9	97.0	8.2	-3.0	0.0
CN(C)S(=O)(=O)c1cccc(-n2sc3ccccc3c2=O)c1	0.3	-9.5	-3.1	3.8	6.2	-2.2	101.0	-0.7	-3.8	-3.3
Cc1ccc(NCC(=O)N/N=C\c2cccc(O)c2)cc1	0.1	-4.2	1.7	3.7	0.6	-2.6	99.0	-2.2	-1.4	-5.0
COc1cccc(N(CC(=O)N2CCOCC2)S(C)(=O)=O)c1	-0.1	-19.5	0.9	-3.4	-0.1	7.8	99.0	-7.8	-1.4	-1.9
CCCS(=O)(=O)NC(=O)C1(C)CCCN(C(=O)c2ccc(C(=O)OC)cc2)C1 (configuration not stated)	-0.3	-4.5	6.7	3.7	-2.1	11.5	77.0	-3.8	0.9	2.4
CC1CC(C)CN(C(=O)CN2CCN(Cc3ccc(Cl)cc3)C2=O)C1 (configuration not stated)	0.2	-3.6	-0.7	0.2	4.8	-2.7	97.0	3.3	-0.7	5.4
C/C(=N\NC(=S)NC(C)C)c1ccc2c(c1)OCCO2	3.6	-3.7	3.3	6.3	8.5	-3.8	96.0	1.7	-1.9	0.4
C/C(=N\NC(=O)c1nnn(-c2nonc2N)c1-c1ccc2c(c1)OCO2)c1ccccc1	-0.1	-15.3	-0.2	-4.2	-2.1	-1.3	99.0	-4.3	-1.8	5.3
COc1ccccc1NC(=O)COC(=O)C1=NN(c2ccccc2)C(=O)CC1	0.3	-5.9	0.1	-12.6	1.7	0.2	106.0	0.1	-0.3	0.5
CCN(CC)c1nc(C)c2c(c1C#N)CC(C)(C)OC2	-0.2	-5.2	0.1	-2.6	12.8	-4.6	96.0	-4.0	0.7	0.8
CC(C)C[C@@H](CNCC(=O)[C@H](CC(C)C)NC(=O)c1[nH]cnc1C(=O)N[C@H](CN)CC(C)C)NC(=O)c1nc[nH]c1C(=O)N[C@@H](CC(=O)O)C(=O)O	0.1	-8.8	1.3	-4.4	7.7	-1.1	104.0	-4.1	-2.0	-6.5
COc1cc(O)c2c(c1)OC(c1ccc(O)cc1)CC2=O (configuration not stated)	12.7*	.	-6.2	-7.8	5.5	-7.3	102.0	.	-1.1	-2.5
CCOC(=O)[C@]12CCCC=C1N(Cc1cccc3ccccc13)C(=O)[C@H](CC(=O)N1CCN(C(=O)c3ccco3)CC1)C2	0.2	-5.7	.	.	.	.	100.0	.	.	2.8
COc1ccc(OCC(O)CNC(C)c2ccccc2)cc1 (configuration not stated)	0.1	-19.0	-2.4	-2.8	0.5	1.8	97.0	-11.6	-0.2	-2.0
CO/N=C/c1ccc(N2CCN(C(=O)c3ccc(C)cc3)CC2)c([N+](=O)[O-])c1	1.8	-4.2	-2.0	-4.0	1.0	-7.1	98.0	5.3	0.3	-0.9
CC1CCN(S(=O)(=O)c2cccc(C(=O)NC3CCCCC3)c2)CC1	0.3	-4.7	-1.2	-6.7	25.6	-3.5	94.0	1.3	0.2	-16.3
COc1cc(CCC(=O)N2CCN(S(=O)(=O)c3ccc(C)cc3)CC2)cc(OC)c1OC	-0.3	-5.4	-0.6	3.7	-2.5	7.0	100.0	-3.0	0.6	4.2
COC(=O)N/N=C\c1ccc(OC/C=C/c2ccccc2)c(OC)c1	0.3	.	-0.1	-7.7	4.4	5.0	91.0	10.7	-2.6	-1.0
CCN(CC(=O)NC1CCS(=O)(=O)C1)S(=O)(=O)c1ccccc1Cl (configuration not stated)	0.1	-5.0	.	.	-1.4	0.7	95.0	8.0	-2.7	4.3
CSCC(=O)N1CCC(Oc2cccc(C(=O)NCc3ccccn3)c2)CC1	0.0	-6.5	-0.4	4.8	0.1	-0.6	101.0	4.2	-1.6	10.7
Oc1ccc(Nc2nc(-c3ccccc3O)nc3ccccc23)cc1	0.0	-19.9	-0.1	6.4	-8.8	22.9	95.0	-8.4	0.0	-10.2
Cc1nc2cc(NC(=O)N3c4ccccc4CC3C)ccc2n1C (configuration not stated)	0.1	-9.5	-15.4	-2.8	1.8	-18.8	97.0	-4.4	-3.1	1.9
CC(C)n1cc(CN2CCCC(CNS(=O)(=O)c3cccc4cccnc34)C2)cn1 (configuration not stated)	0.0	-3.3	0.4	-1.7	12.2	1.4	101.0	8.8	-0.7	-10.4
CC(C)(Oc1ccc(Cl)cc1)C(=O)OCC(=O)NCCc1ccc(S(N)(=O)=O)cc1	0.1	-2.0	0.0	4.3	6.0	-8.7	99.0	1.1	0.2	2.6
O=C1C2C3C=CC(C2C(=O)N1c1ccc(O)cc1)C1C2C(=O)N(c4ccc(O)cc4)C(=O)C2C31 (configuration not stated)	1.0	7.5	2.1	-2.5	-10.3	5.6	95.0	18.5	2.2	-0.3

Three of the entries above in order of their number in Vif inh, ascending.
SMILES,aDG glyco act,CaV13 ICDI inh,Glyco luc inh,Vif inh,MC4R antagonist,ABCB6 inh MLPCN,PDI inh,MC4R barr agon,HTR2A ag
COC(=O)N/N=C\c1ccc(OC/C=C/c2ccccc2)c(OC)c1,0.3,.,-0.1,-7.7,4.4,91.0,10.7,-2.6,-1.0
CC1CCN(S(=O)(=O)c2cccc(C(=O)NC3CCCCC3)c2)CC1,0.3,-4.7,-1.2,-6.7,25.6,94.0,1.3,0.2,-16.3
COc1cc(CCC(=O)N2CCN(S(=O)(=O)c3ccc(C)cc3)CC2)cc(OC)c1OC,-0.3,-5.4,-0.6,3.7,-2.5,100.0,-3.0,0.6,4.2

Next part.
SMILES	aDG glyco act	CaV13 ICDI inh	Glyco luc inh	Vif inh	MC4R antagonist	H9c2 protect	ABCB6 inh MLPCN	PDI inh	MC4R barr agon	HTR2A ag
Cc1ccc(/C=N/NC(=O)c2n[nH]c3c2CCCC3)cc1	0.0	-3.8	7.4	19.6	-26.4	-7.2	100.0	5.1	0.4	-3.5
COc1ccc(-c2nc(CN3CCN(c4ccccc4OC)CC3)c(C)o2)cc1	0.2	-4.5	-1.5	2.1	-8.1	22.7	101.0	13.5	-0.4	-6.6
O=S(=O)(c1ccc(Cl)s1)N1CCN(C/C=C/c2ccccc2)CC1	-0.1	-5.6	-2.3	-8.7	0.3	-14.8	92.0	-13.0	1.7	0.5
COC(=O)c1cc(COc2ccc3oc(C)c(C(=O)OC(C)C)c3c2)c(C)o1	0.2	-1.3	0.3	6.5	-0.4	-8.0	91.0	-3.9	-2.5	-2.3
CSc1ccc(CNC(=O)c2c(C)noc2C)s1	0.0	-20.5	0.5	-6.0	2.5	-1.0	98.0	3.2	-0.5	0.0
COc1ccc(-c2ccc3nccn3c2)cc1	0.2	-4.9	-1.7	7.5	-0.3	-5.1	94.0	-9.1	0.7	-0.7
OCCC1CN(Cc2cnc(-c3ccccc3)s2)CCN1Cc1ccccc1 (configuration not stated)	0.6	1.4	-0.7	.	-0.5	16.2	103.0	4.3	-0.2	-4.8
CCOC(=O)c1c(NC(=O)c2ccc(S(=O)(=O)N3CCOCC3)cc2)sc2c1CC(C)(C)NC2(C)C	0.1	-6.2	1.6	0.5	-1.3	-0.8	106.0	-10.4	0.2	8.1
CC1CCCC(C)N1/N=C/c1cc(Br)cc(Br)c1O (configuration not stated)	-0.1	-5.8	-0.7	-4.3	8.8	0.3	98.0	-6.2	0.2	-0.1
O=C(c1ccccc1)c1ccc(OCC(O)CN2CCOCC2)cc1 (configuration not stated)	-0.1	-2.2	-1.2	-2.7	5.2	-1.5	110.0	0.1	-1.1	-2.0
CC1CCN(C(=O)CSc2nnc(-c3ccco3)o2)CC1	0.0	-2.1	-0.4	13.0	6.3	-14.6	104.0	.	-0.2	9.6
